Source: PubChem
SRC2 inh – human SRC2 (NCOA2) inhibition; Q15596; HEK293 GAL4-SRC2 luciferase reporter, luminescence; inhibition, % at 9 µM; 370,000 compounds, 0.17% hits; AID 651957;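 active = inhibition above the mean inhibition of all tested compounds plus 3 SD, set per campaign, cut at about 52% in these data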;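 also: 0% = DMSO treated cells and 100% = cells given Gossypol at 36 µM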
SRC1 inh – human NCOA1 inhibition. HEK293 GAL4-SRC1 luciferase reporter, luminescence. Q15788. 360,000 compounds, 0.12% hits. inhibition, % at 3.6 µM;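 active = inhibition above the campaign mean plus 3 SD, with each screening campaign given its own cutoff, cut at about 60% in these data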;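 also: 0% = DMSO treated cells and 100% = gossypol at 36 µM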
TRAIL sens C8 – sensitizes caspase-8 expressing cells to TRAIL; NB7+C8 cells + TRAIL, ATPlite viability luminescence; inhibition (viability loss, TRAIL sensitization), % at 10 µM; 360,000 compounds, 1% hits; AID 624354;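 active = compounds causing at least 50% loss of cell viability in the single-dose screen, relative to plate controls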
EBV LMP1 NFkB – inhibitors of Epstein-Barr LMP1-induced NF-kappaB reporter. inhibition, % at 12.5 µM. AID 504558. 350,000 compounds, 0.69% hits. LMP1-induced NF-kappaB luciferase reporter cells, luminescence; in the data active = inhibition above about 41%;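 also: 0% = neutral control wells and 100% = reference inhibitor control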
SRC3 inh – human NCOA3 inhibition; AID 588352; HEK293 GAL4-SRC3 luciferase reporter, luminescence; inhibition, % at 3.6 µM; 360,000 compounds, 0.17% hits; Q9Y6Q9;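 active = inhibition above a per-campaign cutoff, the mean of all compounds plus 3 SD, cut at about 60% in these data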;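 also: 0% = DMSO-treated cells and 100% = gossypol-treated cells at 36 µM; higher means less SRC3-driven luciferase light from the GAL4 reporter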
TWEAK Fn14 block – inhibitors of TWEAK-Fn14 interaction signaling | TWEAK-stimulated Fn14 reporter cells, luciferase luminescence, 8 h | inhibition, % at 10 µM | 360,000 compounds, 2% hits | AID 1159606; in the data active = inhibition above about 50%
NR5A2 inv ag – NR5A2 inverse agonism in reporter assay; O00482; HEK293T StAR-luciferase reporter, LRH-1 transfected, 24 h; inhibition, % at 3.6 µM; 360,000 compounds, 0.13% hits; AID 602396;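 active = inhibition above the mean inhibition of all tested compounds plus 3 SD, cut at about 73% in these data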;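 also: 0% = DMSO wells and 100% = reporter-only cells lacking LRH-1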
NOD2 RIPK2 PPI – NOD2-RIPK2 protein interaction inhibition. inhibition, % at 4.98 µM. AID 624267. 360,000 compounds, 0.38% hits. CHO BLA complementation NOD2-RIPK2, CCF4 ratio. O43353; in the data active = inhibition above about 21%;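 also: 0% = vehicle only and 100% = reference blocker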
TLR9-MyD88 inh – TLR9-MyD88 interaction inhibition; inhibition, % at 4.98 µM; 340,000 compounds, 0.21% hits; CHO BLA complementation TLR9-MyD88, CCF4 FRET ratio; AID 504734;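 active = inhibition above the mean over all tested compounds plus 3 SD, cut at about 21% in these data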;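 also: 0% = DMSO only wells and 100% = clavulanate BLA inhibitor control wells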
TROY signal inh – inhibitors of TROY-dependent NF-kB signaling | Q293 LMP1-TROYcd NF-kB luciferase reporter, 4 h | inhibition, % at 10 µM | 360,000 compounds, 0.98% hits | AID 1347056;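 active = compounds whose plate-normalised and pattern-corrected inhibition of the luciferase reporter signal at the single screening dose is 50% or more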
NR2F2 inh – blocks human COUP-TFII nuclear receptor; HEK293T NGFI-A luciferase reporter, luminescence; AID 686940; 370,000 compounds, 0.7% hits; inhibition, % at 8.6 µM; P24468;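 active = inhibition above a per-plate cutoff, mean inhibition of test wells between control levels plus 3 SD, cut at about 38% in these data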;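 also: cells cotransfected with COUP-TFII expression vector driving the NGFI-A reporter; 0% = median of COUP-TF2 test wells and 100% = reporter-only cells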
Numbers without * were called inactive; nt = no result given. This is a subset; the hit share may differ from the screen's.

SMILES	SRC2 inh	SRC1 inh	TRAIL sens C8	EBV LMP1 NFkB	SRC3 inh	TWEAK Fn14 block	NR5A2 inv ag	NOD2 RIPK2 PPI	TLR9-MyD88 inh	TROY signal inh	NR2F2 inh
C[C@H]1CN([C@@H](C)CO)C(=O)CCCn2cc(nn2)CO[C@@H]1CN(C)C(=O)Nc1ccc2c(c1)OCCO2	-20	3	-1	-26	0	-1	4	9	1	-42	-15
CCOc1cc(N2CCOCC2)c(OCC)cc1NC(=O)COC(=O)c1ccc(Cl)nc1	-16	-11	-6	8	-9	-9	13	-12	1	14	-11
CC1(C)Oc2ccc3ccc(=O)oc3c2/C(=C/O)C1=O	-11	7	1	-3	15	1	-1	-10	-5	-22	-25
Cc1cccc(NC(=O)COC(=O)c2ccc3c(c2)OCO3)c1C	-12	13	0	-12	-6	12	12	-2	-2	4	14
CC(C)(C)N(Cc1ccccc1)C(=O)COC(=O)CCN1C(=O)C2CC=CCC2C1=O (stereo not drawn)	23	-12	10	11	-18	-1	0	0	3	-4	6
Cc1cc2oc(=O)cc(-c3ccccc3)c2c(C)c1-c1ccc(O)cc1	-11	-20	-7	-9	-1	-32	29	-8	6	53*	-3
Cc1nnc(N2CCOCC2)c2nn(-c3ccccc3)c(C)c12	1	10	-11	0	9	3	1	15	4	10	3
CC1CCc2nc(NC(=O)C3CCCO3)sc2C1 (stereo not drawn)	-21	-96	41	-5	-116	37	-142	-5	-1	1	-26
Cc1c(NC(=O)c2ccc(S(=O)(=O)N3CC(C)OC(C)C3)cc2)c(=O)n(-c2ccccc2)n1C (stereo not drawn)	5	2	-2	-4	-29	6	7	-1	4	6	-4
O=C(COC(=O)c1ccc(O)cc1O)Nc1ccc(Cl)cn1	-2	-7	9	-1	9	-4	-5	-7	-2	8	-6
Cc1ccccc1C(=O)N1CCC(C(=O)N(CC(C)C)c2c(N)n(Cc3ccccc3)c(=O)[nH]c2=O)CC1	-16	4	-6	-4	-3	13	-4	6	7	-14	-4
CN(C)S(=O)(=O)c1ccc(NC(=O)Cc2ccc(S(=O)(=O)N3CCOCC3)s2)cc1	-1	-18	0	3	11	11	2	3	-1	-2	3
Cc1cccc(CC2SC(N3CCN(c4ccccc4)CC3)=NC2=O)c1 (stereo not drawn)	2	7	-3	-5	5	12	-12	-6	-11	1	18
Cc1nn(S(=O)(=O)N2CCCCC2)c(C)c1Br	-8	13	-6	-27	10	9	5	-5	-8	-6	11
Cc1cc(C)n2nc(SCn3nnc4ccccc4c3=O)nc2n1	-19	-3	12	-5	-12	10	-3	-9	4	-4	10
COc1ccccc1CN1CC(C(=O)NCCc2ccccc2Cl)CCC1=O (stereo not drawn)	-30	-32	11	-16	-9	-12	-27	-6	5	-37	-15
O=C(c1ccc2oc(CCc3ccccc3)nc2c1)N1CC[C@H](O)C1	-33	-83	-30	nt	-72	8	-92	3	-23	11	-54
COc1cc(OC)cc(-c2nc3ccccc3c(=O)n2OC(=O)c2ccc(Br)cc2)c1	-5	0	-5	8	11	-5	-48	5	-1	-8	24
COc1ccc(CSc2nnc(NC(C)=O)s2)cc1[N+](=O)[O-]	-25	8	3	-4	19	6	12	6	-5	3	5
O=C(OC1CCN(c2ncc(C(F)(F)F)cc2Cl)CC1)c1ccccc1	-8	-15	3	12	14	27	6	2	9	-3	-13
CC12CCC(C(=O)N(CSC(=S)N/N=C\c3ccccc3O)C1=O)C2(C)C (stereo not drawn)	-16	10	12	-1	-6	-33	-8	-3	4	-7	4
COc1ccc(-n2nnnc2SC(C)C(=O)NC2CCCC2)cc1 (stereo not drawn)	-25	-5	-5	-1	18	-2	-4	7	-1	7	-3
Cc1ccccc1NC(=O)NCCCN1CCN(C2CCCCC2)CC1	-29	5	-3	-18	-7	8	-15	-2	-11	17	-8
N#CC1=C(N)N=C(SCc2cccc3ccccc23)C(C(N)=O)C12CCCCC2 (stereo not drawn)	-1	7	1	-10	-10	15	10	11	7	13	8
Nc1nc2c(nc(Br)n2[C@@H]2O[C@@H]3COP(=O)(O)O[C@H]3[C@H]2O)c(=O)[nH]1	13	8	-7	-2	4	25	0	-5	8	9	-10
O=C(CSc1ccc(Cl)cc1)Nn1cnnc1	28	0	3	3	-2	9	4	0	-1	9	6
COc1ccccc1CNC(=O)c1cnc2sccn2c1=O	-7	-5	-5	-7	-17	-2	6	-1	-10	-8	-21
O=C(Nc1ccccc1Cl)c1cccc(NC(=O)c2cccs2)c1	13	9	7	-2	10	-16	-4	-3	-13	-25	-14
COc1nnc(-c2ccc(C)c(S(=O)(=O)NC(C)C)c2)c2ccccc12	-39	-21	0	2	-4	-2	22	15	-7	0	13
COC(=O)c1c(NC(=O)c2ccnn2C)sc(C)c1C	-9	6	-4	6	10	-8	4	-8	-13	10	10
O=C(/C=C/c1ccco1)NCC1CCCO1 (stereo not drawn)	-13	-3	7	-5	-26	6	0	-7	5	8	-1
CC(=O)c1ccc(-n2nncc2C(C)(C)C)cc1	-20	-9	2	2	5	4	-4	0	-7	3	-4
C/C(=N\Nc1nc2c(s1)CCCC2)c1ccc(Cl)cc1	-28	-67	-4	-42	-63	55*	-36	10	-1	31	-23
CCOC(=O)Nc1sc(C)nc1-c1ccccc1	6	0	-3	-16	8	20	4	1	-5	22	1
Cc1ccc(CN(c2ccc(C(=O)NCC3CCCO3)cc2)S(C)(=O)=O)cc1 (stereo not drawn)	-17	-13	-3	-11	-2	3	9	8	-6	-18	2
CCOc1ccccc1NC(=O)COc1ccc2ccc(=O)oc2c1	-4	-12	9	2	7	-31	16	-11	-15	-18	4
CC(C)(C)c1ccc(OCC(O)CS(=O)(=O)c2ccccn2)cc1 (stereo not drawn)	-42	-9	17	-34	-11	-13	-24	-7	-4	-22	-16
Cc1ccc(C)c(OCCC(=O)NCCc2ccc(F)cc2)c1	17	-35	6	-8	1	-19	-2	13	0	0	-26
O=C(OCC(=O)N1CCCC1)c1cc2c(cc1[N+](=O)[O-])OCCO2	-4	-1	1	1	9	-7	-2	-2	-4	-21	-1
N#C/C(C(=O)Oc1ccccc1)=C1\C=Cc2ccccc2N1	-21	7	5	-8	9	-19	-1	-8	-6	-44	-12
COCCNc1oc(-c2ccc(Cl)cc2)nc1C#N	-56	-94	-13	-22	-57	-16	-46	-3	-11	-59	-23
COc1ccc(Cn2c(C)nc3oc4cc(OC)ccc4c(=O)c3c2=O)cc1	9	-5	1	-5	5	-3	2	-8	8	3	-8
Cc1cc(C)c([N+](=O)[O-])cc1-c1ccc(/C=N/NC(=O)c2nonc2N)o1	-37	5	-5	2	9	-25	-2	2	4	5	0
CC(=O)c1ccc(OCCCC(=O)Nc2cccc(S(=O)(=O)N3CCCCCC3)c2)cc1	-9	15	1	3	7	37	-5	2	-13	34	14
CCC[C@H]1CN(c2ccccc2)C(=O)[C@@H]1CC(=O)Nc1ccc(Br)cc1	8	-12	9	-1	14	7	-4	6	4	-6	-5
O=C(CNC(=O)c1ccc(Cl)cc1)OCc1nc2ccccc2s1	-32	-23	-7	-9	3	0	-7	-6	13	2	-24
Cc1cc(C(=O)Nc2nc3c(s2)CCCC3)cs1	-46	-61	58*	-29	-77	45	-90	-19	-4	24	-28
CC(=O)N1CCN(S(=O)(=O)c2cccc(C(=O)Nc3ccccc3N3CCCCC3)c2)CC1	16	-23	-1	1	13	-7	5	-15	-1	13	-8
CC/C(=N\NC(=S)NC(C)C)c1ccc(OC(F)F)cc1	-7	6	16	3	4	-12	-4	-3	12	7	-40
COc1ccc(C(=O)Nc2c(F)c(F)c(F)c(F)c2F)c(OC)c1	-24	2	6	-7	-11	5	-8	-10	7	-5	-5
CCOc1ccc(CC(=O)Nc2sc(Cc3ccccc3)cc2C(N)=O)cc1OCC	-7	-5	6	5	-13	-53	-1	-17	3	18	-16
Cc1cc(C)cc(Oc2c(C(F)(F)F)oc3cc(OCC(=O)O)ccc3c2=O)c1	-15	-40	-13	0	12	-4	10	-5	-3	3	-12
N#Cc1ccc(NC(=O)Cn2cnc([N+](=O)[O-])c2)cc1	2	-2	-18	5	-7	-1	1	-2	-9	-8	-2
CC(C)CCNC(=O)C(c1cccnc1)N(Cc1ccccc1)C(=O)Cn1nnc2ccccc21 (stereo not drawn)	-21	4	19	-1	12	-11	3	-2	-5	4	1
CCn1c(=O)c2c(nc3n2CCCN3CCc2ccccc2)n(C)c1=O	0	-17	30	1	-7	13	-1	-6	-2	-4	5

Some of these compounds in order of formula weight, smallest number first:
SMILES	SRC2 inh	SRC1 inh	TRAIL sens C8	EBV LMP1 NFkB	SRC3 inh	TWEAK Fn14 block	NR5A2 inv ag	NOD2 RIPK2 PPI	TLR9-MyD88 inh	TROY signal inh	NR2F2 inh
CC(=O)c1ccc(-n2nncc2C(C)(C)C)cc1	-20	-9	2	2	5	4	-4	0	-7	3	-4
CCOC(=O)Nc1sc(C)nc1-c1ccccc1	6	0	-3	-16	8	20	4	1	-5	22	1
CC1(C)Oc2ccc3ccc(=O)oc3c2/C(=C/O)C1=O	-11	7	1	-3	15	1	-1	-10	-5	-22	-25
Cc1cc(C(=O)Nc2nc3c(s2)CCCC3)cs1	-46	-61	58*	-29	-77	45	-90	-19	-4	24	-28
N#C/C(C(=O)Oc1ccccc1)=C1\C=Cc2ccccc2N1	-21	7	5	-8	9	-19	-1	-8	-6	-44	-12
C/C(=N\Nc1nc2c(s1)CCCC2)c1ccc(Cl)cc1	-28	-67	-4	-42	-63	55*	-36	10	-1	31	-23
COc1nnc(-c2ccc(C)c(S(=O)(=O)NC(C)C)c2)c2ccccc12	-39	-21	0	2	-4	-2	22	15	-7	0	13
Cc1ccc(CN(c2ccc(C(=O)NCC3CCCO3)cc2)S(C)(=O)=O)cc1 (stereo not drawn)	-17	-13	-3	-11	-2	3	9	8	-6	-18	2
CC12CCC(C(=O)N(CSC(=S)N/N=C\c3ccccc3O)C1=O)C2(C)C (stereo not drawn)	-16	10	12	-1	-6	-33	-8	-3	4	-7	4
Cc1cc(C)cc(Oc2c(C(F)(F)F)oc3cc(OCC(=O)O)ccc3c2=O)c1	-15	-40	-13	0	12	-4	10	-5	-3	3	-12
CC(=O)N1CCN(S(=O)(=O)c2cccc(C(=O)Nc3ccccc3N3CCCCC3)c2)CC1	16	-23	-1	1	13	-7	5	-15	-1	13	-8
